FAK blocker: FAK kinase inhibitors, primary screen, biochemical; Focal adhesion kinase 1 (Homo sapiens), Q05397; biochemical FAK kinase activity assay; inhibition, %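 (tested at 7 µM)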; hit rate 0.84% among 97,000; in the data active means inhibition above about 19%;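 further: 0% = DMSO and 100% = reference compound high control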
PLK1 PBD inh: Plk1 polo box domain binding inhibitors, primary screen, biochemical, fluorescence polarization; Serine/threonine-protein kinase PLK1 (Homo sapiens), P53350; Plk1 PBD phosphopeptide binding; inhibition, %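 (tested at about 20 µM)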; hit rate 0.13% among 97,000; AID 693, 2007; in the data active means inhibition above about 34%, passing the limit was not always enough
Target sequence (P53350 whole entry, looked up, the tested form may be a part): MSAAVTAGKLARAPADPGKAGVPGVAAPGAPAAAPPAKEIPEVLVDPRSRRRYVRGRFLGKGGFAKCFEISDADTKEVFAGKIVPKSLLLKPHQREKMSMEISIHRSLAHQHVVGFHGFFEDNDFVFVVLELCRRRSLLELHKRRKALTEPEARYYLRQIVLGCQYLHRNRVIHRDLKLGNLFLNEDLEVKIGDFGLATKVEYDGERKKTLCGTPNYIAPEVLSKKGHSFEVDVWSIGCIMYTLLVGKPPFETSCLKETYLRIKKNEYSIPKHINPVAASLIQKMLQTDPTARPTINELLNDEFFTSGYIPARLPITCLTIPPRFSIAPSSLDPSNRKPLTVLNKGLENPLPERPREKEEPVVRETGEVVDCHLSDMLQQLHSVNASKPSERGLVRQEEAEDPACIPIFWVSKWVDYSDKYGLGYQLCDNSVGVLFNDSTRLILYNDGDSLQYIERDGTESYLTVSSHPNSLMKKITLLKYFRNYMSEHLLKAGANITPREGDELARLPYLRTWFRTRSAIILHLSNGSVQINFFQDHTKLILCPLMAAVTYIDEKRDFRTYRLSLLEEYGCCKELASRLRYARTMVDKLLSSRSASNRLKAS
ERb coact inh: inhibitors of ERβ-SRC1 coactivator interaction, primary screen, biochemical, TR-FRET, ERβ LBD, SRC-1 peptide. Estrogen receptor beta (Homo sapiens), Q92731. TR-FRET ER-beta LBD / SRC1-Cy5 peptide binding; receptor agonist-loaded with 1 µM estradiol. inhibition, % at 25.6 µM. hit rate 1.3% among 86,000;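 active means compounds whose percent inhibition of the receptor-coactivator binding signal exceeds about 50% in the single-dose screen, limit read from the data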;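 further: 0% = receptor plus peptide wells without compound and 100% = peptide-only wells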
Target sequence (Q92731 whole entry, looked up, the tested form may be a part): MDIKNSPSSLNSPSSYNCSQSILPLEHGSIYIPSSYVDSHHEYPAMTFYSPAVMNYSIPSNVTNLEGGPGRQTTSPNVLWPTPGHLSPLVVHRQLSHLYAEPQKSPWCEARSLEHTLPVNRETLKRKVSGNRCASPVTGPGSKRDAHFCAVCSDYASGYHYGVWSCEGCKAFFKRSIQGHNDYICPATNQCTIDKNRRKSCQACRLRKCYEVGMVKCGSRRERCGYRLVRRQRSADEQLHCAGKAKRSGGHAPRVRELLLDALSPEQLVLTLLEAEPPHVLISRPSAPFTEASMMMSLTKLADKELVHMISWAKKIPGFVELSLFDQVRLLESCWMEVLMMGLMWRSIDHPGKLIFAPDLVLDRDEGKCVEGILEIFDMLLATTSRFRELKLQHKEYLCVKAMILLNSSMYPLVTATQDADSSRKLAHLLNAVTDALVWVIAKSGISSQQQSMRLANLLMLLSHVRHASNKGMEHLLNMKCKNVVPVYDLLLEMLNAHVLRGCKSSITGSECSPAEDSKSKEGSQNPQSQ
PLK1 inh: human PLK1 kinase inhibitors, primary screen, biochemical, TR-FRET | hit rate 0.53% among 97,000 | AID 619, 2007 | inhibition, % at 10 µM | recombinant PLK1 kinase, TR-FRET peptide phosphorylation;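 active means inhibition of 50% or more in the single-concentration screen; inactive means inhibition below 50%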;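 further: 0% = DMSO max control and 100% = H-89 dihydrochloride min control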
Rev-RRE block: HIV-1 Rev-RRE binding inhibitors, primary screen, biochemical, FRET, protein-RNA interaction | Rev peptide-RRE RNA binding | inhibition, % at 8 µM | hit rate 0.79% among 97,000 | AID 704, 2007;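 active means inhibition above the screen-wide mean plus 3 SD, cut at about 35% in these data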;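 further: 0% = median DMSO wells and 100% = median Neomycin B control wells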
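Material: labelled RRE RNA duplex and labelled Rev peptide / Buffer or medium: HEPES pH 7.5 salt buffer with EDTA / Compound dosing: single point, 8 µM final nominal compound concentration / Benchmarks: DMSO low control, neomycin B high control / Timing: 5 min preincubation and 15 min binding, 25 °C / Technique: FRET fluorescence readout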
CD11b adhes inh: inhibitors of CD11b/CD18 adhesion to fibrinogen, primary screen, K562 cells, luminescence; Integrin beta-2 (Homo sapiens) + Integrin alpha-M (Homo sapiens), P05107+P11215; ATPlite luminescence; Mn2+ added to activate the integrin; inhibition, % at 10 µM; hit rate 0.54% among 93,000; AID 1497, 2009;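 active means primary inhibition of 50% or more at 10 µM, then 40% or more on retest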; further: some results filed as inactive read as strong as hits
ERa SRC1 inh: ERα–SRC-1 coactivator interaction inhibitors, primary screen, biochemical, TR-FRET, ERα LBD, estradiol-bound; TR-FRET ER-alpha LBD / SRC-1 peptide; inhibition, % at 25.6 µM; hit rate 1.7% among 86,000; AID 629, 2007; in the data active means inhibition above about 50%;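 further: 0% = receptor plus peptide control and 100% = peptide only without receptor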
ERa coact pot: enhancers of ERα–SRC-1 coactivator binding, primary screen, biochemical, TR-FRET, ERα LBD, low estradiol | coactivator binding (% of control), % at 25.6 µM | Estrogen receptor (Homo sapiens), P03372 | hit rate 1.3% among 86,000 | TR-FRET ERalpha-LBD/SRC-Cy5 coactivator binding, 2 h; 100 = basal binding, no effect; in the data active means activity above about 200%;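 further: binding measured in presence of low estradiol as agonist stimulus; 0% = peptide alone without receptor and 100% = receptor with peptide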
CD11b adhes enh: enhancers of CD11b/CD18 adhesion to fibrinogen, primary screen, K562 cells, luminescence; hit rate 0.07% among 93,000; activation, % at 10 µM; AID 1499, 2009; ATPlite luminescence; Integrin beta-2 (Homo sapiens) + Integrin alpha-M (Homo sapiens), P05107+P11215;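 active means 10 µM primary screen giving 50% or more activity, confirmed by 40% or more on retest at that dose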; further: strong numbers were not always called active
An asterisk follows results filed as active; · = no result given; [ ] = dose if it differs, or a comment.

SMILES | FAK blocker | PLK1 PBD inh | ERb coact inh | PLK1 inh | Rev-RRE block | CD11b adhes inh | ERa SRC1 inh | ERa coact pot | CD11b adhes enh
CN(C)S(=O)(=O)c1ccc(/C(O)=C2/C(=O)C(=O)N(Cc3cccnc3)C2c2ccncc2)cc1 (stereo not drawn) | -1 | 15 | · | -9 | 4 | 12 | · | · | -3
CCCCN(C)C(=O)C(Cc1ccccc1)NS(=O)(=O)c1ccc2c(c1)CCC(=O)N2 (stereo not drawn) | -5 | -23 | -12[fluorescence artefact?] | 12 | 7 | 4 | 1 | 113 | 7
COc1cc(C(=O)OCC(=O)c2cc(C)n(C)c2C)cc(OC)c1OC | -2 | 4 | 16 | -18 | -4 | 12 | 1 | 103 | -4
COc1ccc(NC(=O)c2cc(-c3cccs3)on2)cc1OC | -1 | 9 | -10 | 6 | 0 | -3 | -1[fluorescence artefact?] | 94 | -5
CCCCCCCCNc1ncnc2ccccc12 | 2 | -11 | -24 | -4 | 10 | 101* | 7 | 81 | -10
CCCc1nc2ccccc2c(C(=O)OCC(=O)c2ccc3c(c2)NC(=O)CO3)c1CC | 2 | 8 | -8 | -4 | 11 | -5 | -8 | 109 | 2
Cc1cc(N)n(-c2ncnc3scc(-c4ccc(Cl)cc4)c23)n1 | 2 | 24 | -3 | -7 | 1 | · | -10 | 106 | ·
c1nnc(NC2=NCCC2)s1 | 0 | -1 | -7 | -5 | 11 | -8 | -7 | 99 | -3
C=C(C)Cn1c(C(C)NC(=O)CCC)nc2ccccc21 (stereo not drawn) | · | · | 1[fluorescence artefact?] | · | · | 28 | 0[fluorescence artefact?] | 100 | 1
CC(C)(C)n1nnnc1C(c1cccc(C#N)c1)N1CCCCCC1 (stereo not drawn) | -5 | 14 | -3 | -11 | 14 | -4 | -4 | 99 | 1
O=C1C(Cl)=C(NCC2CCCO2)C(=O)N1C1CCCCC1 (stereo not drawn) | -2 | -3 | -1 | -6 | 8 | · | -3 | 121 | ·
CCN1CCN(c2ncc(C(=O)Nc3c(F)cc(F)cc3Br)c3ccccc23)CC1 | · | · | -12 | · | · | -17 | -12 | 108[fluorescence artefact?] | -3
CC(CN1CCCCC1)OC(=O)Cc1ccc(Cl)cc1 (stereo not drawn) | 3 | 4 | -8 | -13 | 9 | -2 | -10 | 111 | 7
CSc1oc(-c2ccccc2)nc1C(N)=O | 0 | 3 | -9 | -9 | 1 | · | -7 | 113 | ·
O=C(NN1C(=O)c2ccccc2NC1c1ccccc1OCc1ccccc1)c1ccncc1 (stereo not drawn) | -1 | -4 | · | -6 | 10 | 8 | · | · | -3
COc1ccccc1C(=O)NCC(=O)n1nc(C)cc1C | -1 | 1 | 0[fluorescence artefact?] | 10 | 0 | -3 | 1[fluorescence artefact?] | 95 | -3
Cc1ccc(C)c(NC(=O)CCN2CCOCC2)c1 | · | · | 2 | · | · | -11 | -7 | 106 | -1
O=C(c1nn2c(C(F)(F)F)cc(-c3ccccc3)nc2c1Cl)N1CCOCC1 | 0 | -2 | 2[fluorescence artefact?] | 0 | 6 | 5 | 6 | 126 | -6
O=C(Nc1ccccc1N1CCOCC1)c1ccc2c(c1)C(=O)N(Cc1ccncc1)C2=O | 6 | -1 | 39[fluorescence artefact?] | 3 | 8 | -1 | 63*[fluorescence artefact?] | 15[fluorescence artefact?] | 0
Cc1occc1-c1nnc(SCC(=O)c2c(N)n(Cc3ccccc3)c(=O)n(C)c2=O)n1C | -3 | 31 | 1 | -1 | 3 | 0 | 2 | 159 | 5
Cc1cc(C)c2[nH]c(=S)cc(C)c2c1 | -3 | 0 | · | -12 | 4 | 3 | · | · | 0
O=C(NCc1ccc2c(c1)OCO2)c1c(O)c2cccc3c2n(c1=O)CCC3 | 2 | -10 | 11 | -8 | 11 | 5 | 4 | 102 | -1
COC(=O)c1[nH]c2ccc(F)cc2c1NC(=O)CCN1CC(C)OC(C)C1 (stereo not drawn) | 0 | 14 | -6 | -14 | -4 | 0 | -2 | 94 | 3
CCOc1ccc(-n2c(SCC(=O)Nc3ccc(OC)cc3OC)nc3c(c2=O)SCC3)cc1 | 1 | 17 | -1 | -4 | 6 | · | -2[fluorescence artefact?] | 131 | ·
O=C(COc1ccc(Cl)cc1)NCc1nnc(SCC(=O)Nc2ccc3c(c2)OCCO3)o1 | -1 | 0 | -11 | -13 | 7 | · | -3 | 121 | ·

Carrying on.
SMILES | FAK blocker | PLK1 PBD inh | ERb coact inh | PLK1 inh | Rev-RRE block | CD11b adhes inh | ERa SRC1 inh | ERa coact pot | CD11b adhes enh
CC(C)CCN1CC(O)=C(c2nc(-c3ccc(Cl)cc3)cs2)C1=N | 2 | -7 | 28 | -5 | 11 | -4 | 24[fluorescence artefact?] | 219* | 75
Cc1cc(C(=O)NCc2ccc(C(=O)O)o2)c(C)o1 | -2 | 3 | · | -5 | 10 | 2 | · | · | -2
CSc1nc2ccc(NC(=O)C3CCCO3)cc2s1 (stereo not drawn) | -4 | 12 | 1[fluorescence artefact?] | -13 | 2 | -1 | 6[fluorescence artefact?] | 118 | 0
COCc1cc(C)nc(N2CCCCC2)c1C#N | -1 | 11 | -2 | -10 | 6 | · | -8 | 125 | ·
O=C(Cn1cnc2c(nnn2Cc2ccc(F)cc2)c1=O)NCc1ccc2c(c1)OCO2 | -2 | -3 | -18[fluorescence artefact?] | -6 | -1 | · | -11 | 98 | ·
OC(CNCc1ccco1)Cn1c2ccc(Br)cc2c2cc(Br)ccc21 (stereo not drawn) | 1 | -14 | · | -6 | 3 | -6 | · | · | 2
CCC(NS(=O)(=O)c1c(C)[nH]c(=O)[nH]c1=O)C12CC3CC(CC(C3)C1)C2 (stereo not drawn) | · | · | -6 | · | · | 5 | 2 | 86 | -1
CCC(CO)NCc1ccc(OC2CCCC2)cc1 (stereo not drawn) | -2 | -4 | 1 | -5 | 5 | · | 2 | 98 | ·
N=c1c(C(=O)NCC2CCCO2)cc2c(=O)n3ccccc3nc2n1Cc1cccnc1 (stereo not drawn) | · | · | 9 | · | · | -20 | -25 | 92 | 3
CC(c1ccc(Br)cc1)N1CC23C=CC(O2)C(C(=O)O)C3C1=O (stereo not drawn) | -4 | 30 | 1 | -13 | 6 | 3 | 2 | 96 | -6
COc1ccc(C(=O)COC(=O)CCN2C(=O)C3C4CC(C(Br)C4Br)C3C2=O)cc1 (stereo not drawn) | -1 | -12 | · | -4 | 8 | -9 | · | · | 0
O=C(CCn1c(=O)c2ccccc2n(CC(=O)NCCC2=CCCCC2)c1=O)NCc1ccco1 | 2 | -4 | -5 | -4 | 1 | 49 | -6 | 94 | 2
O=C(Cn1cnnn1)OCC(=O)c1ccc(Cl)s1 | 11 | -2 | · | -10 | 8 | -18 | · | · | 0
COc1ccc2c(c1)Cc1sc(NC(=O)c3ccco3)nc1-2 | -3 | -25 | 6 | -10 | 3 | -5 | 9 | 116[fluorescence artefact?] | -4
COCCCNC(=O)C(F)(F)C(F)(F)C(=O)NCCCOC | -1 | 13 | -8 | -5 | 5 | -7 | -2 | 114[fluorescence artefact?] | -2
Cn1c(SCC(=O)N(C2CCCCC2)C2CCCCC2)nnc1-c1cccs1 | -1 | -11 | 0 | -5 | 2 | -5 | 11 | 110 | 22
OCCCCNCc1ccc(OCc2ccc(Cl)cc2)cc1 | 3 | 11 | · | -5 | -3 | 6 | · | · | -4
Cc1cccc(-c2nc3ccccc3c3nncn23)c1 | -3 | -11 | -2 | -5 | 1 | -6 | 5 | 98 | 1
COc1ccc(-n2c(C)nc3cc(C(=O)N4CCOCC4)ccc32)cc1 | 1 | 5 | · | -8 | -2 | -23 | · | · | 6
CCOc1cc(/C=N\NC(=O)c2ccc(NC(=O)CC)cc2)ccc1OC(=O)c1ccccc1 | -1 | -15 | · | -10 | 2 | -3 | · | · | -2
Cc1ccsc1-c1ccnc(-n2cccc2)n1 | 5 | -24 | · | -4 | 12 | · | · | · | ·
CCCC(=O)N(C)c1nnc(-c2ccc(OC)cc2)s1 | 0 | 20 | -7 | -5 | 1 | -6 | 0 | 107 | -1
CCN1C(=O)CS/C1=C(\C#N)S(=O)(=O)c1ccccc1 | -1 | -31 | -15 | -13 | 37* | -14 | -4 | 88 | -8
COC(=O)c1sc(=S)sc1C(=O)OC | 4 | 21 | -6 | -5 | 2 | -12 | -7 | 113 | 1
Cc1cccc(C)c1NS(=O)(=O)c1ccc(F)cc1 | -4 | 30 | 0 | -12 | -2 | -19 | -4 | 109[fluorescence artefact?] | 6

Entries above that bear a hit mark in CD11b adhes inh:
SMILES | FAK blocker | PLK1 PBD inh | ERb coact inh | PLK1 inh | Rev-RRE block | CD11b adhes inh | ERa SRC1 inh | ERa coact pot | CD11b adhes enh
CCCCCCCCNc1ncnc2ccccc12 | 2 | -11 | -24 | -4 | 10 | 101* | 7 | 81 | -10

The list goes on:
SMILES | FAK blocker | PLK1 PBD inh | ERb coact inh | PLK1 inh | Rev-RRE block | CD11b adhes inh | ERa SRC1 inh | ERa coact pot | CD11b adhes enh
O=C(CCCOc1ccc(Cl)cc1Cl)NCCCO | · | · | -7[fluorescence artefact?] | · | · | -1 | -5 | 96[fluorescence artefact?] | -2
CC/S(CC1CC1(Cl)Cl)=N\S(=O)(=O)c1ccc(C)cc1 (stereo not drawn) | -4 | 2 | -4 | 0 | 0 | -2 | 5 | 109 | 0
COc1nc(C)nc2c1sc(=S)n2C | 1 | 0 | -2 | -7 | 2 | -5 | 1 | 119 | -3
CCc1nc2cc(C)nn2c2nc3ccccc3n12 | -2 | -19 | -6 | -1 | 3 | -15 | -2 | 112 | -5
O=c1c2c(-c3ccc(Cl)cc3)csc2nc2n1CCC2 | -5 | -6 | · | -2 | 6 | · | · | · | ·
CSCC[C@H](NC(=O)OC(C)(C)C)c1nnc(SCc2ccccc2)o1 | 2 | 2 | -5 | -14 | -1 | 19 | -4 | 121 | -3
C=CCNC(=O)c1ccc(Cn2c(=S)[nH]c3cc4c(cc3c2=O)OCO4)cc1 | -4 | 8 | 5 | -10 | -1 | · | 33[fluorescence artefact?] | 100 | ·
COC(=O)C1CSC(C(=O)OC)N1C(=O)Nc1ccccc1 (stereo not drawn) | -4 | -6 | · | -9 | 3 | · | · | · | ·
Cc1cccc(OCCSc2cc(C)nc(N)n2)c1 | · | · | 4 | · | · | -1 | 1 | 85 | -5
CCc1ccc(/C=C2/SC(=S)N(CC(=O)Nc3nc4ccccc4s3)C2=O)cc1 | 1 | 7 | · | -10 | 11 | · | · | · | ·
COC(=O)c1sc(N)c(C(=O)OC)c1CSc1nnnn1C | 1 | -2 | 4 | -1 | 7 | -4 | -5 | 117 | 1
COCCn1c(-c2ccccc2)cnc1N | -4 | -53 | -8 | -3 | 7 | · | -9 | 83 | ·

Among those listed so far, 2 contain a tert-butyl group.
SMILES | FAK blocker | PLK1 PBD inh | ERb coact inh | PLK1 inh | Rev-RRE block | CD11b adhes inh | ERa SRC1 inh | ERa coact pot | CD11b adhes enh
CC(C)(C)n1nnnc1C(c1cccc(C#N)c1)N1CCCCCC1 (stereo not drawn) | -5 | 14 | -3 | -11 | 14 | -4 | -4 | 99 | 1
CSCC[C@H](NC(=O)OC(C)(C)C)c1nnc(SCc2ccccc2)o1 | 2 | 2 | -5 | -14 | -1 | 19 | -4 | 121 | -3

Compound activity as filed in PubChem.
